Screens as filed in PubChem.
Tb PGK inh – inhibitors of T. brucei phosphoglycerate kinase; P07378; PGK/GAPDH coupled, Kinase-Glo luminescence, 60 min; Potency, µM (highest dose often 57.5 µM), inactives show top-dose activity change, negative = inhibition, hits mostly inhibitors; 380,000 compounds, 0.043% hits; AID 602233; also: potency is read from the fitted curve at half-maximal effect; % is scaled to controls: 0 for no effect and ±100 for the full control effect; nearly all actives have a fitted effect of over 60% in size
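Recombinant glycosomal PGK reaction used 1,3-bisphosphoglycerate generated in-well by GAPDH (100nM final) in 100mM TEA pH 7.6, 5mM MgCl2, 0.01% Tween-20. After 60 minutes at room temperature, ATP was read by Kinase-Glo Plus luminescence end-point.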
RXFP1 antag – antagonists of human relaxin receptor RXFP1; Q9HBX9; HEK293-RXFP1, relaxin-stimulated cAMP HTRF, 30 min; hits give low values; activity change, negative = inhibition, % at 57.5 µM; 350,000 compounds, 0.59% hits; AID 1259400;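 active = activity change of -60% or lower, but not beyond a set lower limit; inconclusive = change between -60% and -40%, or beyond the set limit; inactive = change above -40%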; also: % is scaled to controls: 0 for no effect and ±100 for the full control effect
Target sequence (Q9HBX9 whole entry, looked up): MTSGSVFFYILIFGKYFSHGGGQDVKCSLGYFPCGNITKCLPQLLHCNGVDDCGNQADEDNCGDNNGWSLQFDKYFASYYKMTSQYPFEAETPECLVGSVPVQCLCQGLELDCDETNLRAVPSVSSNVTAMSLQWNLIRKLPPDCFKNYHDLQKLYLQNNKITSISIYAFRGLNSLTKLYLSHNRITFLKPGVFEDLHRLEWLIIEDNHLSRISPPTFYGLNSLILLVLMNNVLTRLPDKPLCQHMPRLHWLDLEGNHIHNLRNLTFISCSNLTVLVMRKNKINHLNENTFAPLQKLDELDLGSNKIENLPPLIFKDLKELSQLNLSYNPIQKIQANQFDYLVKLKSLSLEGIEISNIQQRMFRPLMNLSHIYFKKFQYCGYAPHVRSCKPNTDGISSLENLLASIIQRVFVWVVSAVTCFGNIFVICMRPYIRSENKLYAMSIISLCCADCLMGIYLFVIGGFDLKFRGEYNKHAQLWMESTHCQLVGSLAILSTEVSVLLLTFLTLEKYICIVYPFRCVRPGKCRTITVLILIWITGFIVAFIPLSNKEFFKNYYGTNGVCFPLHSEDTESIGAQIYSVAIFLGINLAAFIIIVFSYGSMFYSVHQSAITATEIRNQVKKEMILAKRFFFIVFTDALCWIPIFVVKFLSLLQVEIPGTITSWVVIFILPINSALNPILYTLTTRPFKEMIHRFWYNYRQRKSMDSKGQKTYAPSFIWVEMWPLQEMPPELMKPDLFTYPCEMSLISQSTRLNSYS
Pol beta inh – inhibitors of human DNA polymerase beta; P06746; Pol beta primer extension/strand displacement, fluorescence kinetic; Potency, µM (series often up to 114 µM), without a hit: at the highest dose activity change, negative = inhibition, usual class: inhibitors; 340,000 compounds, 1.3% hits; also: potency is read from the fitted curve at half-maximal effect; % is scaled to controls: 0 for no effect and ±100 for the full control effect
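Kinetic readout of DNA synthesis with strand displacement by Pol beta. Compound and 10 nM enzyme sit 15 min at room temperature; 50 nM substrate starts the reaction, read immediately and at 10 min.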
Pol eta inh – DNA polymerase eta (human) inhibition; Q9Y253; recombinant Pol eta, fluorescent DNA replication assay; Potency, µM (doses to about 114 µM), for the others: at the top dose activity change, negative = inhibition, hits mostly inhibitors; 390,000 compounds, 1.2% hits; AID 588591; also: potency is read from the fitted curve at half-maximal effect; % is scaled to controls: 0 for no effect and ±100 for the full control effect
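Fluorescent replication assay: 50 nM final substrate added after a 15 min room-temperature compound preincubation with 10 nM enzyme. Signal taken at 0 min and again at 10 min.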
BLM helicase inh – blocks DNA unwinding by human BLM helicase; P54132; recombinant BLM DNA unwinding, fluorescence dequenching; Potency, µM (top dose mostly 56.1 µM), for the others: at the highest dose activity change, negative = inhibition, hits mostly inhibitors; 350,000 compounds, 0.2% hits; AID 2528;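 also: potency is read from the fitted curve at half-maximal effect; plate controls were vehicle for no effect and no enzyme for full effect; nearly all actives have a fitted effect of over 35% in size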
Apoferritin bind – binds horse apoferritin like a general anesthetic; P02791; apoferritin/1-aminoanthracene competitive binding, fluorescence; Potency, µM (titrated, usually from 77.5 µM), without a hit: at the highest dose activity change, negative = displacement, hits mostly inhibitors; 350,000 compounds, 0.074% hits; also: potency is read from the fitted curve at half-maximal effect; % is scaled to controls: 0 for no effect and ±100 for the full control effect; nearly all actives have a fitted effect of over 20% in size
Target sequence (P02791 2-175 limits assumed): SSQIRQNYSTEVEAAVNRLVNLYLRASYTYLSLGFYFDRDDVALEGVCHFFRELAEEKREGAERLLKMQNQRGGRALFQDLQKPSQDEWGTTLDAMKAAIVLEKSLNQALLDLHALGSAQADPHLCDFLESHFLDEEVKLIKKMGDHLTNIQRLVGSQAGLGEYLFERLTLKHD
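Apoferritin-based anesthetic binding model; compound displacement of fluorescent 1-AMA measured as endpoint fluorescence after 10 minutes at room temperature, scaled to free-ligand and complex controls.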
POLI inh – DNA polymerase iota (human) inhibition; AID 588590; Pol iota fluorescent replication assay, 10 min; Q9UNA4; 390,000 compounds, 1% hits; Potency, µM (titrated, usually from 115 µM), for the others: at the top dose activity, negative = inhibition, usual class: inhibitors; also: potency is read from the fitted curve at half-maximal effect
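Pol iota at 10 nM preincubated 15 min with compounds at room temperature; reaction started with fluorescent substrate, 50 nM final. Fluorescence read kinetically at 0 and 10 min; buffer-only wells as negative control.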
APE1 inh – APE1 (human) endonuclease inhibition; P27695; recombinant APE1, TAMRA/BHQ-2 abasic DNA cleavage fluorescence; Potency, µM (top dose mostly 65.8 µM), for the others: at the top dose activity change, negative = inhibition, hits mostly inhibitors; 350,000 compounds, 0.35% hits; AID 2517;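 also: potency is read from the fitted curve at half-maximal effect; plate controls were vehicle for no effect and reference inhibitor for full effect; nearly all actives have a fitted effect of over 55% in size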
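Compound pre-exposure to 0.75 nM APE1, 15 min at ambient temperature. Reaction initiated with 50 nM TAMRA/BHQ-2 THF substrate, read immediately in kinetic mode, 525 nm excitation, 598 nm emission.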
POLK inh – blocks human DNA polymerase kappa activity | Q9UBT6 | purified Pol kappa, fluorescent DNA synthesis assay, 10 min | Potency, µM (doses to about 107 µM), without a hit: top-dose activity, negative = inhibition, actives largely listed as inhibitors | 400,000 compounds, 0.53% hits | AID 588579; also: potency is read from the fitted curve at half-maximal effect; % is scaled to controls: 0 for no effect and ±100 for the full control effect
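10 nM Pol kappa was preincubated with compounds for 15 min at room temperature. Reaction started with 50 nM (final) substrate. Fluorescence read kinetically at 0 and 10 min.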
Active calls of the source: *; i = inactive; ? = inconclusive; . = not tested or not shown; & = joins results of further samples; [ ] = dose if it differs, or a comment. Unless noted, calls follow the shape of the dose curve; as a rule, active = well fitted curve in the direction sought with a large enough effect; inconclusive = small, poorly fitted or top-dose-only effect, or another doubt; inactive = no such curve, though single readings can be large; an effect the other way counts as inactive or inconclusive.

cpd | SMILES | Tb PGK inh | RXFP1 antag | Pol beta inh | Pol eta inh | BLM helicase inh
1 | O=C(Cn1cnc2ccccc21)N/N=C/c1ccccc1[N+](=O)[O-] | 2% | -4 | 36% | -23% | 0%
2 | CCCCN1CC[C@H]2C=CC[C@@H](C(=O)Nc3ccc(Cl)c(C(F)(F)F)c3)[C@H]2C1=O | 8% | . | . | -14% | .
3 | COc1cc(/C=C2\CCc3ccccc3C2=O)cc(OC)c1OC | 15% | -16 | -7% | -4% | -9%
4 | C/C(CCc1ccco1)=N/NC(=O)CCC(=O)Nc1ccc(Br)cc1 | -8% | -8 | -3% | -11% | -2%
5 | CCOC(=O)NC(=O)/C(C#N)=C\Nc1sccc1C(=O)OC | i | 12 | 20% | -2% | -1%
6 | O=C(O)c1cc(-n2cccc2)ccc1N1CCOCC1 | -2% | 1 | 0% | 50µM* | -9%
7 | O=C(Nc1cccc2ccccc12)OCc1cncs1 | -2% | 0 | 27% | -7% | -4%
8 | Cc1ncsc1CCOC(=O)c1ccc(N2CCOCC2)c([N+](=O)[O-])c1 | -8% | -4 | -12% | 3% | 0%
9 | C=CCc1c(C)nc(N)[nH]c1=O | . | 15 | 7% | 2% | 3%
10 | CC(C)C(NC(=O)CN1C(=O)c2cccc3cccc1c23)C(C)C | -3% | 6 | -19% | 7% | -4%

cpd | Apoferritin bind | POLI inh | APE1 inh | POLK inh
1 | 2% | 32%[activator] | 3% | -19%
2 | . | 21%&13% | . | -9%&-20%
3 | -3% | 4% | -6% | -3%
4 | ? | 26% | 3% | 3%
5 | -8% | 29% | 0% | -15%
6 | 35%[activator] | -28%[58.9 µM] | ? | ?
7 | -10% | 47%[activator] | 7% | -12%
8 | -5% | 13% | -4% | 9%
9 | 9% | 20% | -1% | 0%
10 | 5% | -2% | -18% | -12%

Looked up by compound from the entries so far:
cpd | SMILES | Tb PGK inh | RXFP1 antag | Pol beta inh | Pol eta inh | BLM helicase inh
4 | C/C(CCc1ccco1)=N/NC(=O)CCC(=O)Nc1ccc(Br)cc1 | -8% | -8 | -3% | -11% | -2%
9 | C=CCc1c(C)nc(N)[nH]c1=O | . | 15 | 7% | 2% | 3%
7 | O=C(Nc1cccc2ccccc12)OCc1cncs1 | -2% | 0 | 27% | -7% | -4%
6 | O=C(O)c1cc(-n2cccc2)ccc1N1CCOCC1 | -2% | 1 | 0% | 50µM* | -9%
8 | Cc1ncsc1CCOC(=O)c1ccc(N2CCOCC2)c([N+](=O)[O-])c1 | -8% | -4 | -12% | 3% | 0%
10 | CC(C)C(NC(=O)CN1C(=O)c2cccc3cccc1c23)C(C)C | -3% | 6 | -19% | 7% | -4%

cpd | Apoferritin bind | POLI inh | APE1 inh | POLK inh
4 | ? | 26% | 3% | 3%
9 | 9% | 20% | -1% | 0%
7 | -10% | 47%[activator] | 7% | -12%
6 | 35%[activator] | -28%[58.9 µM] | ? | ?
8 | -5% | 13% | -4% | 9%
10 | 5% | -2% | -18% | -12%

Going on with the list:
cpd | SMILES | Tb PGK inh | RXFP1 antag | Pol beta inh | Pol eta inh | BLM helicase inh
11 | CCC(=O)N1CCc2cc(CNC(=O)Nc3ccccc3Cl)ccc21 | -4% | . | 13% | -9% | -5%
12 | CCCCCCCC/C=C\CCCCCCCC(=O)NCc1ccc(O)c(OC)c1 | . | -9 | . | . | -20%
13 | CC1CC(C)CN(CC(C)(C)NS(=O)(=O)c2ccc(Cl)cc2)C1 (stereo not given) | -1% | -8 | 1% | -17% | -1%
14 | COc1ccc(CNC(=O)C2CCN(C(=O)c3ccccc3)CC2)cc1 | 5% | -1 | 12% | -12% | -1%
15 | CCCCOc1ccc(N(CC(=O)NCc2ccccc2)C(=O)c2csnn2)cc1 | i | -10 | 1% | -26% | -6%
16 | Cc1cc(C(=O)Nc2sc3c(c2C#N)CCCCC3)cs1 | -1% | -24 | ? | -23% | -8%
17 | Cc1ccc2c(CN3CCN(C(=O)c4ccc(Br)cc4)CC3)cc(=O)oc2c1 | -9% | -2 | ? | 7% | -4%
18 | Cc1ccc(COC(=O)c2nn(-c3ccccc3)nc2N)cc1 | -12% | -19 | 2% | -24% | -14%
19 | O=C(N/C=C/c1ccc(Cl)cc1)NCc1ccc(Cl)cc1 | -1% | -11 | -3% | -26% | -3%
20 | Cc1cc(C)cc(Oc2cc(NC(=O)c3cn(C)nc3C)cc([N+](=O)[O-])c2)c1 | -2% | -9 | 6% | 2% | -10%

cpd | Apoferritin bind | POLI inh | APE1 inh | POLK inh
11 | -10% | -6% | . | -15%[60.1 µM]
12 | . | . | -10% | ?
13 | -21% | ? | 0% | -5%
14 | -10% | 40%[activator] | -11% | 5%
15 | -21% | 86%[activator] | 48%[activator] | -2%
16 | ? | ? | -8% | -2%
17 | -12% | -16% | . | -18%
18 | -19% | 17% | -8% | -4%
19 | ? | -8% | -1% | -6%
20 | ? | 11% | -2% | -6%

Continued:
cpd | SMILES | Tb PGK inh | RXFP1 antag | Pol beta inh | Pol eta inh | BLM helicase inh
21 | O=[N+]([O-])c1ccc(NS(=O)(=O)c2cccc3cccnc23)cc1 | 1% | 5 | -11% | 2% | -1%
22 | CN(C)CCN=Cc1c(O)n(Cc2ccccc2)c(=O)c2ccccc12 | 0% | -17 | 1% | -26% | -1%
23 | COc1ccc(C2N(c3cccc(Cl)c3)C(=O)C3CCCN32)cc1 (stereo not given) | -4% | 2 | 12% | -1% | -2%
24 | O=C(CN1C(=O)NC(c2ccccc2)(c2ccccc2)C1=O)c1c[nH]c2ccccc12 | . | . | 6% | . | 2%
25 | CCCn1c(=N)c(C(=O)NC2CCCC2)cc2c(=O)n3cccc(C)c3nc21 | 0%&9% | 20 | 2%&23% | -21%&-9% | 37%&81%[activator]
26 | Cc1ccc2c(c1)N(CC(=O)NCc1cccc(Cl)c1)C(=O)c1cccnc1O2 | -5% | 0 | ? | -21% | -1%
27 | CCCCSc1nc2sc3c(c2c(=O)[nH]1)CCC3 | -5% | -3 | 4% | -1% | -11%
28 | COc1cccc(CNC(=O)C(=O)N2CCC3(CC2)OCCN3S(=O)(=O)c2ccc(C)cc2)c1 | 3% | 3 | . | -10% | .
29 | Cc1ccc(C2=NS(=O)(=O)N(C)C(C(=O)NCc3ccccn3)=C2)cc1 | 10% | -3 | 30% | -25% | 1%
30 | Cn1c(C(=O)OC(C(=O)NCc2ccco2)c2ccncc2)cc2sccc21 (stereo not given) | -4% | 9 | -16% | -10% | -6%

cpd | Apoferritin bind | POLI inh | APE1 inh | POLK inh
21 | -17% | -8% | -10% | -1%
22 | 15% | 230%[activator] | ? | -10%
23 | -19% | -8% | 0% | 2%
24 | 2% | . | 6% | .
25 | 206%&112%[activator] | 16%&4% | 2% | -15%&-12%
26 | ? | 14% | . | -17%[60.1 µM]
27 | -2% | 5% | -3% | -6%
28 | . | 12% | 22% | -4%
29 | -13% | 21% | -9% | -5%
30 | 240%[activator] | 2% | -4% | -12%

The list continues.
cpd | SMILES | Tb PGK inh | RXFP1 antag | Pol beta inh | Pol eta inh | BLM helicase inh
31 | CCCCNC(=O)CSc1nc(-c2ccc(OC)cc2)cc(C(F)(F)F)n1 | 0% | . | 2% | -9% | -2%
32 | C=CCc1c(C)nc(-c2ccccc2)nc1N/N=C/c1ccccc1 | . | -6 | -21% | -15% | -9%
33 | Cc1nn(C2CCS(=O)(=O)C2)c(Cl)c1/C=C/C(=O)OCC(=O)Nc1ccccc1OC(F)F (stereo not given) | -6% | 9 | 1% | 5% | -2%
34 | O=C(C1CC(=O)N(c2ccc(F)cc2)C1)N1CCCCC1 (stereo not given) | -1% | -12 | 2% | -4% | 2%
35 | COc1ccc(-n2nc(C(=O)Nc3cccc(C)n3)c3c4ccccc4n(C)c3c2=O)cc1Cl | -5% | . | 2% | 4% | -2%
36 | COc1cc([N+](=O)[O-])ccc1NC(=O)CSc1ccccn1 | . | . | 4% | . | -6%
37 | CCOC(=O)c1cc2cc(OC)ccc2[nH]1 | -3% | -13 | 42% | -23% | -11%
38 | Cc1ccc(-c2n[nH]c(=S)n2/N=C/C=C\c2ccccc2[N+](=O)[O-])cc1 | 1% | -15 | ? | ? | -27%
39 | CCOC(=O)C1=NN(C(C)=O)C2(CC(=O)N(c3cccc(C)c3)C2=O)C1 (stereo not given) | 8% | -5 | 7% | -16% | 4%
40 | C=CCOC(=O)C1=C(C)NC(SCC(=O)Nc2nccs2)=C(C#N)C1c1ccc(Cl)cc1 (stereo not given) | -3% | 0 | 16% | -6% | -14%
41 | COc1cccc(CNC(=O)c2nn(C)c3c2CSc2ccccc2-3)c1 | i | 2 | 15% | -12% | -2%
42 | COc1cccc(Cn2nnc(C(=O)NCc3ccc(F)cc3)c2N)c1 | 9% | -1 | 6% | -20% | -5%

cpd | Apoferritin bind | POLI inh | APE1 inh | POLK inh
31 | -12% | 11% | . | -9%
32 | -6% | ? | 2% | -8%
33 | -8% | -2% | -1% | -8%
34 | 5% | 0% | -4%[12.4 µM] | -9%
35 | -6% | 11% | . | -14%
36 | -17% | . | -5% | .
37 | -18% | 29% | -4% | -1%
38 | ? | ? | 1% | -10%
39 | -2% | 25% | 2% | -5%[60.1 µM]
40 | -5% | ? | -8% | -2%
41 | -6% | 28% | . | 0%
42 | ? | -3% | 0% | -13%

Shown as a hit in Pol eta inh, among the entries above:
cpd | SMILES | Tb PGK inh | RXFP1 antag | Pol beta inh | Pol eta inh | BLM helicase inh
6 | O=C(O)c1cc(-n2cccc2)ccc1N1CCOCC1 | -2% | 1 | 0% | 50µM* | -9%

cpd | Apoferritin bind | POLI inh | APE1 inh | POLK inh
6 | 35%[activator] | -28%[58.9 µM] | ? | ?

An excerpt (hit frequency here may not be typical).
